Source: PubChem BioAssay
CHO-K1 Ca ag: counter-screen for M1 agonists: effect in parental CHO-K1 cells; Fluo-8 calcium fluorescence; scaled to maximal ATP response, vehicle zero; activation, % at 3 µM; 360,000 compounds, 0.48% hits; in the data active = activation above about 15%;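 note: untransfected CHO-K1 host cells lacking M1 receptor as counterscreen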
TAAR1 antag: human TAAR1 antagonists, primary screen, Fluo-8 calcium fluorescence, CHO RD-HGA16 cells | inhibition, % at 3 µM | Trace amine-associated receptor 1 (Homo sapiens), Q96RJ0 | AID 624466, 2012 | antagonist | 360,000 compounds, 1.5% hits;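 active = inhibition above a per-plate cutoff, the mean inhibition of test compounds on that plate plus 3 SD, cut at about 49% in these data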;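 note: 0% = DMSO plus EC80 beta-PEA response and 100% = DMSO alone without agonist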
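System: CHO RD-HGA16 cells bearing hTAAR1. Reagent: EC80 β-phenethylamine stimulus. Schedule: seeding 17-24 h prior, 75-min 37 °C, 30-min RT dye loading. Signal: Fluo-8 intracellular calcium dye fluorescence, real-time kinetic reads. Read-out: % inhibition from peak post-agonist over basal fluorescence ratio. Benchmarks: vehicle wells and EC80 agonist wells. Replicates: n of 1.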
OXTR potentiate: human OXTR potentiators, primary screen, fluorescence, CHO-OTR cells, Fluo-8 calcium. Fluo-8 calcium fluorescence, potentiator mode; 0% = oxytocin EC15, 100% = EC100. activation, % at 3 µM. 320,000 compounds, 0.061% hits. AID 2445, 2010;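 active = activation above that plate's cutoff, the mean activation of tested compounds plus 3 SD, cut at about 6.6% in these data, passing the limit was not always enough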;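 note: 100% uses oxytocin at 75 nM as the full agonist control; some results filed as inactive read as strong as hits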
Target sequence (P30559 whole entry, looked up): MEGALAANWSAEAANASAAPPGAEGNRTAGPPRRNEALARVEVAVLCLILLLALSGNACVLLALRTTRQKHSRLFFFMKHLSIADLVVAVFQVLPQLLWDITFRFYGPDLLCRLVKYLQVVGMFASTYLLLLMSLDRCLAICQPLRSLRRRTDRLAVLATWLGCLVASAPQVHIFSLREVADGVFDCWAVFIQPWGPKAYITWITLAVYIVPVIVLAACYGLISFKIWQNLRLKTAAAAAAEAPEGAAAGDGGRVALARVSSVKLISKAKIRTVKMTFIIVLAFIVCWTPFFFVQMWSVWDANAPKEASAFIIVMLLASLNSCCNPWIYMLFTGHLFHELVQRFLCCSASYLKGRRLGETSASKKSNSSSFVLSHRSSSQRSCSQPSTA
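Material: CHO-OTR cells, human receptor; compound dosing: single dose, 3.0 µM nominal final compound concentration; schedule: 6 min compound pre-incubation at room temperature, 100 s kinetic read; measured by: kinetic Fluo-8 calcium fluorescence; read-out basis: % activation vs EC15 and EC100 oxytocin; controls: EC15 oxytocin alone as 0%, 75 nM oxytocin as 100%; replicates: singlicate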
M1 PAM parental: nonselective calcium activators in parental CHO-K1 cells, primary screen, counter-screen for M1 PAM project, cell-based, Fluo-8 calcium fluorescence, full deck, 1536-well; ATP EC20; 0% at ATP EC20, 100% at ATP max; activation, % at 3 µM; 360,000 compounds, 0.02% hits;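 active = activation above the run cutoff, the mean activation of all test compounds plus 3 SD, cut at about 40% in these data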;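 note: peak over basal fluorescence ratio in a 140 s read after ATP addition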
CHO parental Ca: ATP-evoked calcium signal inhibitors, parental CHO, primary screen, counter-screen for OX1R antagonist project, cell-based, fluorescence, Fluo-8 calcium dye. parental CHO-K1, ATP-induced calcium, Fluo-8 fluorescence. AID 463079, 2010. 330,000 compounds, 0.63% hits. inhibition, % at 5.6 µM;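 active = inhibition above that plate's mean sample inhibition plus 3 SD, cut at about 26% in these data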;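 note: 0% = ATP-challenged DMSO wells and 100% = DMSO wells without ATP; some compounds past the cut are filed as inactive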
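Assay system: parental CHO cells; Read-out basis: percent inhibition of ATP-evoked calcium rise, normalized to controls; Benchmarks: ATP and no-ATP DMSO wells; Compound dosing: single nominal dose of 5.6 µM per compound; Signal: Fluo-8 calcium dye fluorescence; Also added: ATP as calcium-mobilizing challenge; Repeats: singlicate.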
V1R ag counter: agonists of human V1a receptor, primary screen, counter-screen for OXTR agonist project, fluorescence, CHO-V1R cells. Fluo-8 calcium fluorescence, agonist mode; 0% DMSO, 100% 3 nM vasopressin. Vasopressin V1a receptor (Homo sapiens), P37288. 320,000 compounds, 0.25% hits. activation, % at 3 µM;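 active = activation above the mean activation of all tested compounds plus 3 SD, per screening run, cut at about 20% in these data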;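 note: signal is peak over basal fluorescence ratio across a 100 second FLIPR read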
Target sequence (P37288 whole entry, looked up): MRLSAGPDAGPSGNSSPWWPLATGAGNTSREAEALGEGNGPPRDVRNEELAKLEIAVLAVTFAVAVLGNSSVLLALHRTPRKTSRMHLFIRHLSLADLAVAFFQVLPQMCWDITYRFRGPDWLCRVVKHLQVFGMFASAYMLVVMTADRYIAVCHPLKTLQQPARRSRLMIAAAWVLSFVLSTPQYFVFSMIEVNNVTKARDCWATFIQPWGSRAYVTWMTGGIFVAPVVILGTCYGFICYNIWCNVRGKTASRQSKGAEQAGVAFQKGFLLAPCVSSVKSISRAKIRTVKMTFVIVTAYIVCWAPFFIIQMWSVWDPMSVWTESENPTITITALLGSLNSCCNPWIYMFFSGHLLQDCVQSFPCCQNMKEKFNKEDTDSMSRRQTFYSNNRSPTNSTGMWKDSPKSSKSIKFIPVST
OXTR ag: human OXTR agonists, primary screen, fluorescence, CHO-OTR cells, Fluo-8 calcium; Oxytocin receptor (Homo sapiens), P30559; Fluo-8 calcium fluorescence; normalized: DMSO 0%, oxytocin 100%; activation, % at 3 µM; 320,000 compounds, 0.32% hits; AID 2435, 2010;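 active = activation above the mean of all tested compounds plus 3 SD, cutoff set per screening run, cut at about 20% in these data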;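 note: peak over basal fluorescence ratio from a 100 s FLIPR kinetic read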
GPR7 antag: GPR7 receptor antagonists, primary screen, cell-based, fluorescence, single concentration | Neuropeptides B/W receptor type 1 (Homo sapiens), P48145 | GPR7-expressing cells, fluorescence antagonist assay | inhibition, % at 4.4 µM | 290,000 compounds, 1.1% hits | AID 1861, 2009; in the data active = inhibition above about 16%, passing the limit was not always enough;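 note: cells stimulated with the agonist NPW; 0% = agonist with vehicle and 100% = vehicle without agonist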
CHO-K1 Ca antag: counter-screen for M1 antagonists: effect in parental CHO-K1 cells; ATP-induced calcium, Fluo-8 fluorescence; 360,000 compounds, 0.6% hits; inhibition, % at 3 µM;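 active = inhibition above a per-plate cutoff, the plate's mean sample inhibition plus 3 SD, cut at about 24% in these data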;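 note: 0% = DMSO plus EC80 ATP and 100% = DMSO alone without ATP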
The depositor's hits bear a star; . = not tested or not shown.

The first 2 compounds, to show the layout:
structure | V1R ag counter | CHO parental Ca | OXTR potentiate | CHO-K1 Ca antag | M1 PAM parental | CHO-K1 Ca ag | GPR7 antag | OXTR ag | TAAR1 antag
COc1cccc(N2CC(C(=O)NCc3n[nH]c(=O)c4ccccc34)CC2=O)c1 (stereo not drawn) | . | . | . | 5 | 4 | 0.1 | . | . | 10
O=C(CSc1nc2ccccc2s1)N1CCN(C(=O)c2ccco2)CC1 | 0.1 | -26 | -7 | -12 | 2 | 1.6 | 7 | -0.8 | -3

The whole of this part, previewed entries included:
structure | V1R ag counter | CHO parental Ca | OXTR potentiate | CHO-K1 Ca antag | M1 PAM parental | CHO-K1 Ca ag | GPR7 antag | OXTR ag | TAAR1 antag
COc1cccc(N2CC(C(=O)NCc3n[nH]c(=O)c4ccccc34)CC2=O)c1 (stereo not drawn) | . | . | . | 5 | 4 | 0.1 | . | . | 10
O=C(CSc1nc2ccccc2s1)N1CCN(C(=O)c2ccco2)CC1 | 0.1 | -26 | -7 | -12 | 2 | 1.6 | 7 | -0.8 | -3
CN(C)C(=O)C12CCC(C)(C(=O)C1Br)C2(C)C (stereo not drawn) | -0.3 | -1 | -2 | 17 | -28 | -0.7 | -8 | 1.2 | -12
COC(=O)C1=C(C)N(CCCC(=O)O)C(=O)NC1c1cc2c(cc1[N+](=O)[O-])OCO2 (stereo not drawn) | 0.5 | 2 | -5 | -8 | 14 | 0.3 | -15 | 0.3 | -12
COc1ccc(NC(=O)Cn2cnc3sc(C)c(S(=O)(=O)N4CCN(C)CC4)c3c2=O)cc1OC | 1.3 | 5 | -9 | 5 | 5 | 0.5 | 3 | -0.6 | 0
CCNC(=S)N(CCc1ccccc1C)Cc1cc2cc(OC)c(OC)cc2[nH]c1=O | 1.2 | -30 | -5 | 5 | 0 | 0.4 | -8 | -0.1 | -1
CCOc1ccccc1C(=O)NC(C)CCc1ccccc1 (stereo not drawn) | -2.1 | -27 | 7 | -2 | 7 | 0.4 | . | -2.4 | -19
Cc1cccnc1NC(=O)c1ccc(C(=O)c2ccccc2)cc1 | 0.6 | -4 | 3 | 0 | 6 | 0.6 | . | 0.4 | -16
CC[C@]12c3[nH]c4cc(-c5ccco5)ccc4c3CCN1C(=O)[C@@H](CC(=O)NCc1cccc(C(F)(F)F)c1)C[C@@H]2C(=O)N1CCN(C(=O)C2CC2)CC1 | . | -21 | . | 13 | -5 | 0.1 | . | . | -9
COCCNc1ncnc2c1cnn2Cc1ccccc1Cl | 4.0 | -1 | -1 | -8 | 4 | 3.1 | 18 | 0.0 | 6
NC(N)=NNC(=O)c1ccccc1Cl | 0.4 | 6 | 4 | -4 | 14 | 1.6 | -8 | 1.2 | -7
CCOC(=O)CN(C)Cc1cn[nH]c1-c1ccc2cc(OC)ccc2c1 | 0.9 | -25 | -1 | -9 | 16 | 4.6 | -8 | 0.2 | 32
O=C(NC1CCCC1)C1c2ccccc2OCC(=O)N1Cc1ccccn1 (stereo not drawn) | . | . | . | -15 | 4 | 0.3 | . | . | -7
Nc1nonc1-c1noc(-c2ccccc2Br)n1 | -1.4 | 5 | 8 | -5 | 9 | -0.5 | 3 | -1.9 | -2
COc1ccc(NC(C)=O)cc1NC(C)c1nc2sc(C)c(C)c2c(=O)[nH]1 (stereo not drawn) | 0.0 | -20 | -13 | -7 | 14 | 17* | -14 | -0.5 | 11
Cc1cccc(-n2c(=O)c3ccccc3n3c(=S)[nH]nc23)c1C | -0.1 | -15 | 1 | -18 | 3 | 1.3 | -17 | -0.9 | 8
Cc1cc(C)c(C#N)c(N2CCN(c3ccc(F)cc3)CC2)n1 | -0.8 | -18 | -16 | -17 | 8 | 0.5 | -12 | -2.1 | 0
Cc1ccccc1-c1nc(CS(=O)(=O)CC(=O)NCCCN2C(C)CCCC2C)c(C)o1 (stereo not drawn) | 0.3 | -12 | -1 | -6 | 4 | 0.5 | -1 | -0.8 | -3
O=C(NC1=NCCS1)c1cc(-c2cccnc2)nc2ccccc12 | 0.5 | -21 | -6 | -11 | -8 | 4.3 | -15 | 2.4 | 36
CC(C(=O)NCCS(=O)(=O)c1ccc(Cl)cc1)S(=O)(=O)c1ccccc1 (stereo not drawn) | 0.7 | -7 | 2 | 9 | -6 | 0.1 | -2 | -0.5 | -21
CC(C)CN1C(=O)/C(=C(/C#N)C(=O)NC2CCCCC2)c2ccccc21 | -0.2 | -16 | -24 | -2 | 2 | 7.8 | 0 | -2.4 | 11
N/C(CSc1nc(-c2ccccc2)c(-c2ccccc2)o1)=N\O | -0.9 | -2 | -14 | 4 | 17 | 0.0 | -20 | -2.0 | -20
COc1cc(CCCN2C(=O)C(=O)NC[C@@H]2C(C)O)cc(OC)c1OC (stereo partly drawn) | 0.1 | -10 | 2 | -12 | -9 | 0.1 | . | 0.0 | 12
O=C1NCCCC2c3c(cc(Br)c(O)c3Br)OC12N1CCCCC1 (stereo not drawn) | 0.8 | -11 | -7 | -6 | 21 | 1.1 | 4 | 0.5 | -8
O=C(CN1C(=O)NC2(CCCC2)C1=O)N1CCN(c2ccccc2O)CC1 | 0.1 | -8 | -1 | 5 | 7 | 0.9 | . | 0.7 | 4
CC12CCC(C(=O)N(Cc3ccccc3)Cc3ccccc3)(OC1=O)C2(C)C (stereo not drawn) | -1.9 | -14 | -10 | 25* | -8 | -0.5 | 3 | -2.2 | 25
CCN(CC)C(=O)C1=C(C)N(CCC2=CCCCC2)C(=O)C(CC(=O)NCCN2CCOCC2)C1 (stereo not drawn) | . | . | . | -8 | 11 | -0.2 | . | . | -13
CCCCc1ccc(N=N/C(C(=O)Nc2ccccc2OC)=C(/C)O)cc1 | 0.5 | -12 | 2 | -3 | 21 | 0.4 | -15 | 1.0 | -22
CCOCCn1c(CN2CCN(C(c3ccccc3)c3ccccc3)CC2)nc2c1c(=O)n(C)c(=O)n2C | 0.7 | -20 | 0 | -15 | -12 | -0.1 | -3 | 0.9 | -1
COc1ccc2cc(C(c3nnnn3CC3CCCO3)N3CCOCC3)c(=O)[nH]c2c1 (stereo not drawn) | 0.5 | -2 | 3 | -2 | 11 | 0.8 | -3 | 0.3 | 9

Ordered by SMILES length (ascending): some entries from above
structure | V1R ag counter | CHO parental Ca | OXTR potentiate | CHO-K1 Ca antag | M1 PAM parental | CHO-K1 Ca ag | GPR7 antag | OXTR ag | TAAR1 antag
O=C(NC1=NCCS1)c1cc(-c2cccnc2)nc2ccccc12 | 0.5 | -21 | -6 | -11 | -8 | 4.3 | -15 | 2.4 | 36
N/C(CSc1nc(-c2ccccc2)c(-c2ccccc2)o1)=N\O | -0.9 | -2 | -14 | 4 | 17 | 0.0 | -20 | -2.0 | -20
CCCCc1ccc(N=N/C(C(=O)Nc2ccccc2OC)=C(/C)O)cc1 | 0.5 | -12 | 2 | -3 | 21 | 0.4 | -15 | 1.0 | -22
Cc1ccccc1-c1nc(CS(=O)(=O)CC(=O)NCCCN2C(C)CCCC2C)c(C)o1 (stereo not drawn) | 0.3 | -12 | -1 | -6 | 4 | 0.5 | -1 | -0.8 | -3

(list continues)
structure | V1R ag counter | CHO parental Ca | OXTR potentiate | CHO-K1 Ca antag | M1 PAM parental | CHO-K1 Ca ag | GPR7 antag | OXTR ag | TAAR1 antag
COc1cc(C(=O)N2CCCc3ccccc32)c([N+](=O)[O-])cc1OC | 0.0 | -11 | -7 | 0 | -11 | 0.0 | -5 | -0.9 | 1
Cc1c(NS(=O)(=O)c2cccc(C(=O)NC(C)c3ccccc3)c2)c(=O)n(-c2ccccc2)n1C (stereo not drawn) | . | . | . | 11 | -9 | 4.2 | . | . | -30
Cc1ncc(CO)c(CNc2ccc(-c3nc4ccccc4[nH]3)cc2)c1O | . | . | . | -4 | 10 | -0.4 | 30 | . | -1
COc1ccc(-c2noc(CN(C)S(=O)(=O)c3ccc(C)cc3)n2)cc1 | 3.7 | 39* | -11 | -4 | 16 | 5.5 | -3 | 4.4 | 33
COc1cccc(C(C(=O)NC2CCCC2)N(Cc2ccccc2OC)C(=O)c2ccco2)c1 (stereo not drawn) | -1.6 | -23 | 1 | 4 | 9 | 0.9 | -9 | -2.5 | 2
CC1CC(C)CN(C(=S)SCc2nc(N)nc(Nc3ccccc3)n2)C1 (stereo not drawn) | 0.1 | -30 | -9 | 5 | -7 | 4.3 | -6 | -2.1 | -34
CCN(C(=O)CSc1nnc(-c2ccc3c(c2)OCO3)o1)C1CCS(=O)(=O)C1 (stereo not drawn) | 0.5 | -6 | -6 | 1 | -17 | 0.2 | . | 0.9 | 4
COc1ccccc1NC(=O)N1CCN(S(C)(=O)=O)CC1 | 1.3 | -6 | -10 | -3 | 6 | 0.7 | -10 | 0.2 | -18
Nc1ccc(-c2cc(N)n(-c3ccccc3)n2)cc1 | 0.8 | -9 | 4 | -6 | 6 | 0.1 | -6 | -0.9 | -19
O=C(NC(NNc1ccc([N+](=O)[O-])cc1)(C(F)(F)F)C(F)(F)F)c1ccccc1Cl | 3.5 | 2 | -23 | 19 | -8 | 1.4 | -8 | 5.6 | 37
O=C(COc1cccc2cccnc12)Nc1ccccc1N1CCOCC1 | 0.3 | -7 | 5 | -14 | 1 | -0.4 | -12 | -0.6 | -19
CC(C)Cc1csc(NC(=O)c2ccc(F)cc2)c1C(=O)O | 3.9 | -8 | -8 | -7 | -5 | 3.0 | 3 | 0.8 | -19
CCCCc1ccc(NC(=S)Nc2ccc(Cl)c(S(=O)(=O)N(C)C)c2)cc1 | 0.0 | -3 | -7 | -5 | 17 | 0.8 | -4 | 0.8 | 15
CC#CCCC(=O)N1C=Cc2ccccc2C1C#N (stereo not drawn) | 5.6 | 0 | -6 | 1 | 7 | -0.3 | -2 | -0.4 | -13
CCOc1ccc(NC(=S)NC(=O)c2c(Cl)cnn2CC)c([N+](=O)[O-])c1 | -0.1 | -19 | -8 | -9 | 18 | -0.1 | 0 | -2.2 | 11
CN1CCN(c2ccc([N+](=O)[O-])cc2/C=N/NC(=O)c2ccc(F)cc2)CC1 | . | . | . | 20 | -24 | -0.1 | 0 | . | 4

Compounds were not picked by outcome; about 3.5% have a hit in one of these screens.
